M. tuberculosis: growth inhibition of non-replicating M. tuberculosis (AID 488890). Mycobacterium tuberculosis non-replicating, growth inhibition; higher % means a stronger effect. actives 0.39% (n = 320,000). inhibition, % at 25 µM, or IC50 in µM where a hit was titrated; in the data active = a potency from the dose series; inconclusive = inhibition mostly from about 82% at the one dose, without a potency; inactive = the rest, 99 in 100 with inhibition below about 76%;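 also: plate controls were DMSO cells for no effect and high antibiotic wells for full effect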
inhibitors of VEEV: inhibitors of VEEV TC-83 cytopathic effect, confirmation, Vero cells (AID 588727) | Vero cells, VEEV TC-83 cytopathic effect inhibition; higher % means a stronger effect | one-dose inhibition, % at 20 µM; IC50 in µM for titrated hits | actives 0.13% (n = 350,000); in the data active = a potency from the dose series; inconclusive = inhibition mostly from about 14% at the one dose, without a potency; inactive = the rest, 99 in 100 with inhibition below about 12%; also: strong numbers were not always called active
H1N1 NS1A inhibition: H1N1 influenza NS1A inhibitors, functional cell based assay (AID 504329) | NS1A functional cell-based assay, percent inhibition; higher % means a stronger effect | actives 0.3% (n = 340,000) | one-dose inhibition, % at 12.5 µM; IC50 in µM for titrated hits; in the data active = a potency from the dose series; inconclusive = inhibition above about 27% without an active follow-up result; also: strong numbers were not always called active
H37Rv inhibition: M. tuberculosis growth inhibition, HTS (AID 449762). M. tuberculosis H37Rv growth inhibition, 7H9 media; higher % means a stronger effect. actives 0.59% (n = 330,000). one-dose inhibition, % at 25 µM; IC50 in µM for titrated hits; in the data active = a potency from the dose series; inconclusive = inhibition above about 70% without an active follow-up result;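 also: bacterial growth assessed after seven days of incubation; strong numbers were not always called active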
Salmonella PhoP GFP: PhoP regulon inhibitors, Salmonella typhi PhoP promoter GFP reporter, confirmatory (AID 1850); Salmonella Typhi PhoP-promoter GFP reporter, fluorescence, 4 h; higher % means a stronger effect; one-dose inhibition, % at 50 µM; IC50 in µM for titrated hits; actives 0.33% (n = 310,000); in the data active = a potency from the dose series; inconclusive = inhibition mostly from about 25% at the one dose, without a potency; inactive = the rest, 99 in 100 with inhibition below about 19%;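 also: 0% = induced wells with vehicle and 100% = uninduced wells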
inhibitors of VEEV 10K pilot screen: recorded beside inhibitors of VEEV, whose call it bears; inhibition, %; measured here: 10K pilot screen inhibition
* marks the source's active call; other numbers are inactive results; i = inactive; ? = inconclusive; / = not tested or not shown.

SMILES	M. tuberculosis	inhibitors of VEEV	H1N1 NS1A inhibition	H37Rv inhibition	Salmonella PhoP GFP	others
COc1ccc2oc(C(=O)N3CCN(S(=O)(=O)c4ccc(F)cc4)CC3)c(C)c2c1	28.4%	5.1%	3.4%	3.0%	/
CC(C)(C)NC(=O)C(c1ccccc1)N(Cc1ccco1)C(=O)c1csnn1 (centres undefined)	19.9%	3.4%	-16.7%	7.8%	0.8%
COc1cc2c(cc1OC)CN(C(=O)C1CCCN(C(=O)c3ccc(Cl)cc3)C1)CC2 (centres undefined)	5.8%	1.9%	-5.1%	-0.5%	/
Cc1ccccc1Nc1ncnc(N)n1	-16.4%	1.8%	4.7%	-5.6%	-1.7%
COc1ccc(S(=O)(=O)N2CCCCC2)cc1NC(=O)CSc1nccn1C	0.8%	2.3%	10.4%	-5.4%	5.8%
COc1ccc(-c2cc(CCCC(=O)NCc3ccccn3)no2)cc1	28.6%	2.9%	-1.8%	-8.1%	-0.5%
COc1ccc(-c2sc3ccccc3c2/C=C/c2ccncc2)cc1	?	0.7%	-27.8%	?	/
CCc1ccc(CNc2ccc(N3CCN(C(C)=O)CC3)cc2)cc1	-9.6%	i	18.0%	-8.7%	9.3%
Brc1ccc(-c2nnc(SCCC3OCCCO3)o2)cc1	?	4.9%	-5.6%	?	-6.5%
COc1ccc(/C=N/NC(=O)c2cccc(C(=O)N/N=C/c3ccc(OC)c(OC)c3)n2)cc1OC	/	0.7%	0.2%	/	/
c1ccc(OCc2nn3c(-c4ccccn4)nnc3s2)cc1	i	8.1%	0.1%	-4.1%	1.8%
O=C(COc1cc2oc(=O)c3c(c2cc1Cl)CCC3)NCCCN1CCCC1=O	-3.1%	0.9%	0.4%	0.4%	5.8%
COc1ccccc1NC(=O)c1ccc(NC(=O)COC(=O)C2CC2C)cc1 (centres undefined)	24.1%	0.9%	11.3%	3.7%	-4.5%
O=C(NCC(=O)N(c1cccnc1)C(C(=O)NC1CCCCC1)c1ccccc1)c1ccco1 (centres undefined)	-7.1%	i	-10.1%	2.6%	10.3%
CCC(=O)N1CCc2cc(S(=O)(=O)NCCCN(CC)Cc3ccccc3)ccc21	6.0%	0.5%	0.7%	-4.3%	6.1%
CC(=O)c1cccc(NC(=O)c2ccccc2-c2ccccc2C(=O)O)c1	65.6%	i	2.2%	-4.9%	0.9%
CC1CN(c2oc(-c3ccccc3Cl)nc2C#N)CC(C)O1 (centres undefined)	-18.6%	0.3%	-0.1%	-2.2%	6.6%
COCCCNC(=S)N(CCO)Cc1cc2cc3c(cc2[nH]c1=O)OCCO3	-5.8%	1.4%	-2.7%	-0.6%	-7.2%
CN1CCN(c2ccc(Cl)cc2NC(=O)CC2OC(=O)c3ccccc32)CC1 (centres undefined)	12.4%	0.6%	-6.1%	1.3%	-2.4%
Cc1cc(O)c(C(=O)/C=C/c2ccccc2O)c(=O)o1	16.1%	2.0%	-4.0%	-5.1%	7.0%
COc1cc(C(=O)N2C[C@H]3CC[C@H]2C3)ccc1OC1CCN(C(C)=O)CC1	-13.7%	2.6%	-9.1%	-1.2%	-7.4%
O=C(NCCCN1CCOCC1)c1ccc(CNS(=O)(=O)c2ccc(Br)cc2)cc1	-16.7%	i	-10.1%	-6.4%	-5.9%
Cc1cccc(NC(=S)N/N=C/c2cccn2Cc2ccc(F)cc2)c1	-0.2%	i	-5.0%	6.8%	-2.1%
O=C1CSC(=S)N1/N=C/c1ccc2c(c1)OCCO2	51.1%	i	10.4%	-3.0%	3.4%
CCOC(=O)C1=C(C)N(C)C(=O)NC1c1ccc(C)s1 (centres undefined)	17.3%	1.0%	-19.2%	5.3%	19.3%

Next section:
SMILES	M. tuberculosis	inhibitors of VEEV	H1N1 NS1A inhibition	H37Rv inhibition	Salmonella PhoP GFP	others
CCOP(=O)(c1ccccc1)C(O)c1ccccc1 (centres undefined)	-22.4%	3.2%	-5.2%	-8.3%	3.2%
COc1ccc(CN2CCN(C(=O)c3cc(OC)c(OC)c(OC)c3)CC2)cc1OC	-29.6%	0.1%	-1.3%	-11.9%	-16.3%
O=C(CSc1n[nH]c(-c2cc(Cl)ccc2Cl)n1)NCCN1C(=O)CSC1=O	-10.3%	1.8%	5.2%	6.7%	-3.9%
CC(NC(=O)COC(=O)/C=C/c1ccc(Cl)cc1)c1ccccc1 (centres undefined)	18.5%	1.5%	-3.8%	20.5%	-4.1%	inhibitors of VEEV 10K pilot screen=0.6
COc1ccc(CCNC(=O)CC2Nc3ccccc3NC2=O)cc1 (centres undefined)	12.4%	5.8%	3.1%	-1.5%	9.1%
CCC1(C)Cc2c(sc3c2c(=O)n(C)c2nnc(SCCc4ccccc4)n32)CO1 (centres undefined)	1.2%	0.4%	-6.0%	-0.3%	-3.8%
O=C(Nc1c2c(nc3ccccc13)CCCC2)c1cccc([N+](=O)[O-])c1	17.2%	9.3%	-3.4%	5.1%	-4.7%
COc1cc(NC(=O)Cn2cnc3c(NCc4ccccc4)ncnc32)cc(OC)c1OC	/	0.3%	20.5%	/	/
CCC(CC)C(=O)Nc1cc(C(=O)OC)cc(C(=O)OC)c1	-3.1%	1.3%	5.1%	4.6%	-7.1%
CC(C)c1ccc(-c2csc(NC(=O)c3cccs3)c2C(=O)O)cc1	57.4%	0.4%	6.5%	5.1%	2.3%
CCOc1ccc(N2CC(C(=O)N3CCCc4ccccc43)CC2=O)cc1 (centres undefined)	0.5%	2.0%	0.3%	8.4%	-9.2%
COc1ccc(Nc2nc(N)nc(CSC(=S)N3CCCCC3C)n2)cc1 (centres undefined)	?	9.0%	-11.9%	2.2%	17.2%
COc1ccccc1C(=O)N(CN1CCCC1=O)c1cccc(Cl)c1	7.3%	i	-6.7%	9.0%	-3.3%
O=C(c1[nH]ncc1-c1ccccc1)C1CO1 (centres undefined)	-7.2%	4.6%	-2.6%	-7.0%	-0.2%
CCOC(=O)C1=C(C)NC2=C(C(=O)CC(C)(C)C2)C1c1ccsc1 (centres undefined)	12.0%	0.4%	-6.6%	-6.7%	0.2%
CC(NC(=O)CSc1nc(C2CC2)n(-c2ccccc2)n1)c1ccco1 (centres undefined)	13.3%	4.3%	-6.8%	4.4%	/
COc1cc(C(=O)N/N=C2\CCS(=O)(=O)c3ccc(F)cc32)cc(OC)c1OC	-7.8%	1.3%	-5.1%	6.9%	-2.6%
Cc1ccc(-c2cc(C(=O)N/N=C/c3ccco3)n[nH]2)s1	11.9%	2.3%	-1.3%	1.2%	0.2%
CN(CC(=O)NCCc1ccc(S(N)(=O)=O)cc1)Cc1c(F)cccc1Cl	-9.8%	i	6.4%	-5.6%	-8.6%
O=C(COC(=O)c1ccccc1)Nc1ccc2[nH]c(=O)[nH]c2c1	-9.5%	10.6%	-3.2%	1.8%	2.7%
S=c1[nH]nc(-c2cccnc2)n1-c1ccccc1	6.2%	2.9%	-4.3%	2.6%	-18.8%
Cc1cc(C)c(C)c(S(=O)(=O)N2CCN(c3ncnc4ccccc34)CC2)c1C	37.8%	9.0%	1.4%	-9.1%	/
O=c1[nH]c(=S)n(C2CC2)c(O)c1C=Nc1cccc(C(F)(F)F)c1	17.7%	0.1%	-7.6%	-1.1%	-7.4%
CO/N=C/c1c(-c2ccc(Cl)cc2)nc2cc(C)ccn12	67.3%	3.3%	-6.8%	48.6%	-1.7%
CCCN1C(=O)/C(=C/c2ccc(C)o2)SC1=Nc1ccc(OC)cc1	57.5%	0.9%	15.9%	-5.0%	-11.6%

Additional structures:
SMILES	M. tuberculosis	inhibitors of VEEV	H1N1 NS1A inhibition	H37Rv inhibition	Salmonella PhoP GFP	others
O=C(NC(=S)Nc1cccnc1)c1cccc(Br)c1	41.0%	2.3%	12.5%	6.7%	1.4%
O=C(O)C1CCCCC1C(=O)Nc1ccc2c(c1)OCCO2 (centres undefined)	-1.8%	0.0%	-20.6%	11.6%	6.2%
Cc1cc(NC(=O)CSCC(=O)Nc2nc3ccccc3[nH]2)no1	3.9%	6.3%	-5.4%	-2.5%	2.2%
COCCOC(=O)/C(C#N)=C/c1cn(Cc2ccccc2)nc1-c1cccnc1	14.9%	1.0%	7.8%	-4.4%	-6.1%
CCOC(=O)C1(CC)NC(c2ccc(OC)cc2OC)C2C(=O)N(C)C(=O)C21 (centres undefined)	-11.4%	i	0.4%	0.0%	4.0%
COC(=O)c1ccc(-c2nc(CN3CCN(Cc4cccc(C)c4)CC3)c(C)o2)cc1	57.3%	0.5%	-7.6%	11.0%	6.4%
CCOC(=O)C1=C(CN2CCN(c3ccc(F)cc3)CC2)NC(=O)NC1c1cccs1 (centres undefined)	16.0%	i	11.9%	13.5%	-3.7%
Cc1c(C(=O)C(=O)N2CCCc3ccccc32)c2ccccc2n1C	18.3%	i	-6.4%	2.2%	12.8%
COc1ccccc1-c1cc(C(=O)NCCc2ccccc2)no1	-4.9%	5.2%	-5.3%	-6.2%	-7.6%
C=CCNC(=S)NC(CC(=O)OC)c1ccc2c(c1)OCO2 (centres undefined)	2.4%	1.9%	0.7%	-4.5%	-5.5%
COc1ccc(C(=S)N2CCN(c3cccc(Cl)c3)CC2)cc1	8.9%	8.6%	8.8%	-11.8%	2.9%
O=C(Nc1ccccc1N1CCOCC1)c1cccc2c(Br)cccc12	46.1%	6.1%	20.4%	1.2%	13.0%
COc1ccc(C(=S)Nc2ccc(N(C)C)cc2)cc1	17.8%	4.0%	14.3%	2.3%	-0.4%
CCn1c(C)c(C)c2cc(C(=O)NCCCN3CCCCC3C)ccc21 (centres undefined)	30.3%	0.3%	11.9%	-4.5%	8.3%
CC(N)Cc1c[nH]c2ccc(O)cc12 (centres undefined)	/	1.5%	4.9%	/	/
S=C(NC1CCCCC1)N1CCN(C/C=C/c2ccccc2)CC1	79.2%	0.1%	-1.3%	2.7%	0.3%
COC(=O)CCc1c(C)c(C#N)c2nc3ccccc3n2c1N1CCCC1	-5.0%	3.0%	1.6%	-11.3%	1.7%	inhibitors of VEEV 10K pilot screen=2.7
CCCCn1c(CCNC(=O)CC)nc2ccccc21	-11.0%	0.3%	-3.7%	-3.5%	-6.0%

Assay outcomes deposited in PubChem by Southern Research Specialized Biocontainment Screening Center.
